# Bioassay records: PubChem BioAssay, Broad Institute
# INS-1E GSIS act: GLuc luminescence reporter in INS-1E cells, primary screen for activators of glucose-dependent secretion of insulin; INS-1E GLuc reporter insulin secretion, 2-3 h; activation, % at 16.6 µM; 0.61% of 370,000 active; AID 743287, 2014;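 active = lowest replicate activation of at least 40%, so every replicate reaches that level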;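 also: 0% = median of neutral control wells and 100% = median of IBMX positive control wells; some compounds called inactive have numbers as strong as hits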
# DENV2 CPE rescue: inhibitors of DENV2 cytopathic effect, primary screen, cell-based, plate reader, single concentration | CPE inhibition, % at 9.99 µM | 1.7% of 350,000 active | DENV2-infected cells, cytopathic effect rescue; in the data active = CPE inhibition above about 20%, passing the limit was not always enough; inconclusive = no clear call, values can overlap the other calls; tested in BHK-21 cells;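 also: 0% = median of neutral control wells and 100% = median of positive control wells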
# RAD52 inh: RAD52 DNA annealing inhibitors, primary screen, biochemical, FRET, single point, set 2; DNA repair protein RAD52 homolog (Homo sapiens), P43351; recombinant RAD52 DNA annealing, FRET fluorescence; inhibition, % at 18.7 µM; 0.46% of 360,000 active;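 active = every replicate showing at least 50% inhibition; inconclusive = mean inhibition at least 50% but not in every replicate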
# Target sequence (P43351 whole entry, looked up): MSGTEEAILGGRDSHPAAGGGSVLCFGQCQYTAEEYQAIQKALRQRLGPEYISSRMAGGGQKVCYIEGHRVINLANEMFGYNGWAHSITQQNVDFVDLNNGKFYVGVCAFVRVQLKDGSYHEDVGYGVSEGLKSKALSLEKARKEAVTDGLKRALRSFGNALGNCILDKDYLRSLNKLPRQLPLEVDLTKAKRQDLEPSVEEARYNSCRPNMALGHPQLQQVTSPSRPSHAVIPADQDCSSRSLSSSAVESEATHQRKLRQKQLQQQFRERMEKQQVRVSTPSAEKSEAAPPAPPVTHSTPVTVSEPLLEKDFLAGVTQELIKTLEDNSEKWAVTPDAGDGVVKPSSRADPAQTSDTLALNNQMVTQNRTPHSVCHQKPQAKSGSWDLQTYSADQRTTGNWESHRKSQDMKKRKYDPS
# CFTR F508del cor: F508del CFTR correction, initial screen, CFBE line, single point | CFBE cells, YFP halide quenching; stimulated with forskolin plus potentiator P3; % fluorescence drop versus neutral controls | activity (quench increase), % at 7.58 µM | 0.36% of 350,000 active | AID 720511, 2013;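 active = mean added fluorescence quench of at least 8% versus neutral control, with both replicates also reaching 8%; inconclusive = only one of the mean or replicate conditions met; inactive = mean below 8% and not both replicates reaching 8%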;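 also: cells transiently co-express mutant CFTR-F508del with the halide-sensitive YFP; corrector assay measuring rescue of mutant channel to the surface after 24 h compound exposure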
# E-selectin induc: E-selectin induction in HUVECs, primary screen, imaging, HUVEC, immunofluorescence imaging, single point; P16581; normalized: neutral wells 0, TNF-alpha wells 100; activation, % at 7.58 µM; 0.37% of 260,000 active;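 active = mean E-selectin-positive cell signal at least 10% of the positive control, reached in at least 60% of replicates, without over 20% cell loss; inconclusive = no rule given, readout overlaps actives, possibly toxicity-flagged; inactive = the rest, including those meeting only one limit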;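 also: in these data hits start at about 27%; measured in HUVEC primary endothelial cells; signal is the percent of cells scored E-selectin positive by PE staining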
#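 Test system: HUVEC | Signal: Immunofluorescence imaging | Read-out: Percent E-selectin-positive cells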
# XiGFP reactiv: activators of inactive X chromosome reactivation, primary screen, imaging, XiGFP fibroblasts, GFP high-content imaging, set 2; XiGFP mouse fibroblasts, % GFP-positive cells imaging, 3 d; cells co-treated with 5-aza-dC sensitizer; scaled so ellipticine positive control = 100%; activation, % at 7.58 µM; 0.055% of 360,000 active; AID 743238, 2013;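 active = mean normalized replicate activation at least 10% and every replicate at or above 10%; inconclusive = only one of the two criteria met; inactive = mean below 10% and not all replicates reach 10%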;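 also: 0% = median of on-plate neutral control wells and 100% = ellipticine 6 µM median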
#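 Material: XiGFP fibroblasts, SV40-immortalized; Buffer or medium: DMEM containing 5-aza-dC; Compound dosing: single point; Times: 3 days compound exposure.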
# RAD54 inh: inhibitors of human RAD54 branch migration, primary screen, biochemical, fluorescence, single point | DNA repair and recombination protein RAD54-like (Homo sapiens), Q92698 | RAD54 Holliday junction branch migration, FAM/BHQ fluorescence | inhibition, % at 10.4 µM | 0.14% of 360,000 active | AID 602329, 2012;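 active = mean normalized replicate activity at least 40 and at least half of replicates scoring 40 or more; inconclusive = only one of the two criteria met; inactive = mean below 40 and under half of replicates reaching 40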;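 also: 0% = median of neutral control wells and 100% = median of positive control wells; inhibitors cause a drop in the FAM fluorescence signal; in these data hits start at about 50%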
# CASP6 VEID inh: human caspase-6 inhibitors, primary screen, biochemical, VEID-R110 fluorescence, single point, set 2. 0.53% of 350,000 active. purified caspase-6, Z-VEID-R110 cleavage fluorescence. P55212. inhibition, % at 12.5 µM;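 active = mean inhibition across replicates at least about 35%, with every replicate also reaching that limit, limit read from the data; inconclusive = only one of the two criteria met; inactive = neither criterion met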;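 also: 0% = median of neutral control wells and 100% = no fluorescence left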
# Target sequence (P55212 24-179 limits assumed): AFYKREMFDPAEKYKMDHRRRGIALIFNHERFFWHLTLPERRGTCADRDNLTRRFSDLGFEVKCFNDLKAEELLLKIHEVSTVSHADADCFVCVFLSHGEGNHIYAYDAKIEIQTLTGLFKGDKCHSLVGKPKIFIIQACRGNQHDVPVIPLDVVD
# Target sequence (P55212 194-293 limits assumed): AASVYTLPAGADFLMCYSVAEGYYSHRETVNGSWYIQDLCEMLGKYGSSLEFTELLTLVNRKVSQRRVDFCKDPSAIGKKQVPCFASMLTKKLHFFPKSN
# Numbers without * were called inactive; u = inconclusive; x = no result given. Random draw from the library. Share with any hit: about 3.7%.
SMILES,INS-1E GSIS act,DENV2 CPE rescue,RAD52 inh,CFTR F508del cor,E-selectin induc,XiGFP reactiv,RAD54 inh,CASP6 VEID inh
CC(C)(C)c1cc(NS(=O)(=O)c2ccc(Br)s2)no1,-3,0,-39,-5.6,0.6,0.1,-4,-1
Cn1c(N)c(C(=O)COC(=O)COc2ccc(Cl)cc2Cl)c(=O)n(C)c1=O,1,0,-17,1.2,0.2,0.1,-3,1
Cc1cccc(OCC(=O)OCC(=O)NCC2CCCO2)c1C (stereo not given),-1,-2,2,-4.3,0.3,0.0,-3,-1
COc1ccc(N2C(=O)CC(NNC(=O)c3ccc(Br)s3)C2=O)cc1 (stereo not given),5,-5,-11,0.4,x,0.0,x,-2
Cc1cccc(C(=O)OCC(=O)NCC2COc3ccccc3O2)c1 (stereo not given),-13,-5,-8,-1.8,1.0,0.1,-12,2
C[C@@H]1CCCCO[C@H](CN(C)Cc2ccc(C(F)(F)F)cc2)[C@H](C)CN([C@H](C)CO)C(=O)c2cc(NC(=O)C3CCCCC3)ccc2O1,-11,-9,x,-1.0,0.0,0.0,4,x
Cc1ccccc1-c1nc(CN2CCC(C(=O)NCCN3CCOCC3)CC2)c(C)o1,14,8,-17,0.1,x,0.0,x,-16
Cc1ccc(C(=O)NCC(=O)OC(C)C(=O)Nc2ccc(N(C)C)cc2)cc1C (stereo not given),-10,-5,-7,-0.9,x,0.1,x,-2
Cc1ccc(-c2ccc([C@H]3[C@H]4C=CC[C@@H](C)[C@@H]4C(=O)N3Cc3ccccc3)c(F)c2)cc1,6,2,-13,-6.4,-0.1,0.0,-4,0
CCCCC(=O)NC(c1ccc(OC)cc1)c1ccc2cccnc2c1O (stereo not given),-11,u,-14,3.8,0.9,-0.1,3,-3
CC1CCCCN1CCCNc1c(C=O)c(=O)[nH]c2ccccc12 (stereo not given),16,4,-1,-0.8,0.4,0.1,5,-81
CCN(C[C@@H]1[C@@H](c2ccccc2)[C@H](CO)N1CC1CCCC1)C(C)=O,-11,14,-8,-0.7,0.0,0.2,0,0
O=C(COC(=O)Cc1cccc(F)c1)NCCc1ccccc1,x,-7,-15,0.5,-0.2,0.1,-1,-2
CC(C)(C)CN1C(N)=NC[C@H]1Cc1ccc(O)cc1,8,-3,-17,-4.2,-0.1,0.1,9,-3
Cc1nc(Nc2ncc3c(n2)CC(C)(C)CC3=O)nc2ccccc12,3,5,-9,-1.3,0.2,1.0,x,0
CNC[C@@H]1Oc2ccc(NS(=O)(=O)c3ccc(OC)cc3)cc2C(=O)N([C@H](C)CO)C[C@H]1C,-9,-11,-5,-0.4,0.0,-0.1,0,-3
COc1ccc(N2CCN(C(=O)C3CCN(S(=O)(=O)c4cccs4)CC3)CC2)cc1,1,2,-14,-0.2,x,0.4,x,0
CNC(=O)c1[nH]cnc1C(=O)N[C@@H](CC(C)C)C(=O)OCc1ccccc1,-16,x,x,-2.4,0.2,0.0,0,x
O=C(CCn1c(=S)oc2ccccc21)N1CCCCC1,5,-8,-15,-0.8,x,0.0,x,1
OCc1ccccc1Cn1ccnc1,x,4,-1,0.8,x,-0.2,12,-1
Cn1c(N)c(NC(=S)NC2CCCCC2)c(=O)n(C)c1=O,17,-8,-2,2.9,0.6,0.0,16,-5
Cc1noc(C)c1NC(=O)N(C)C[C@H]1Oc2ccc(NS(=O)(=O)c3c(C)noc3C)cc2C(=O)N([C@@H](C)CO)C[C@H]1C,26,x,x,1.0,12,0.0,x,x
O=C(Nc1ccc(F)cc1)N[C@@H]1CC[C@@H](CCNS(=O)(=O)c2cccc(Cl)c2)O[C@@H]1CO,-15,-9,4,0.4,0.5,-0.3,0,2
Cc1onc(-c2ccccc2)c1C(=O)Nc1sccc1C#N,-19,6,-154,-0.1,-0.1,0.2,-11,1
COc1ccc(-c2ccc3c(c2)[C@H]2[C@H](CCN2C(=O)Cc2cccnc2)[C@H](CO)N3C)cc1,x,-16,22,-2.1,x,x,u,-8
C#CC[N+](C)(C)CCCCCCCCC,20,-2,-3,x,-2.2,0.3,x,-11
CCc1cc(=O)oc2cc(O[C@@H]3O[C@H](CO)[C@@H](O)[C@H](O)[C@H]3O)c(Cl)cc12,-9,4,-5,-1.1,x,0.3,-10,7
Cc1ccc2c(c1)C=CC(C#N)N2C(=O)Oc1ccccc1 (stereo not given),14,3,-15,-5.2,0.7,0.1,x,-3
N#Cc1ccc(OCc2noc(-c3ccsc3)n2)cc1,7,-3,4,0.8,x,0.0,5,-3
COc1ccc(-c2nnc(SCC(=O)NC3CC3)o2)cc1,4,2,-14,-1.3,-0.9,0.0,4,2
CN1OC[C@@H]2CN(Cc3ccccc3)[C@H](c3cccc(-c4ccccc4)c3)C[C@@H]21,7,3,8,0.7,-2.2,0.4,8,-4
O=C1/C(=C/c2cccs2)COc2ccccc21,12,-6,-10,2.6,x,-0.1,x,7
C[C@H](CO)N1C[C@H](C)[C@@H](CN(C)C(=O)CN(C)C)Oc2cc(-c3cncnc3)ccc2S1(=O)=O,16,-1,-7,1.4,1.0,2.2,1,-2
COc1ccc(O)c(C(=O)c2cnc3c(c2)CN(C)C(=O)N3)c1,16,2,-5,1.0,0.0,-0.1,x,1
C=CCN1C(=O)C(CC(=O)NCC)SC1=Nc1ccccc1CC (stereo not given),-2,4,-18,4.3,x,0.3,2,-2
CCOC(=O)c1c(S(=O)(=O)NCC(=O)Nc2cccc(C)c2C)c(C)n(C)c1C,x,3,-4,-0.4,x,0.1,-6,1
CCN1C(=O)[C@@H]2[C@@H](c3ccc(SC4CCCCC4)c(OC)c3)N3CCC[C@@]3(C(=O)OC)[C@@H]2C1=O,x,-10,-123,-1.5,-0.1,-0.1,-12,4
CON(c1nc(Cl)nc(N(C)C)n1)S(=O)(=O)c1ccc(C)cc1,-2,0,-2,0.2,0.1,0.0,-6,-2
O=C(Nc1cc(Cl)ccc1-n1cncn1)c1cccc(S(=O)(=O)N2CCOCC2)c1,15,1,-4,3.1,0.1,0.1,x,2
CCOC(=O)C1(Cc2ccc(OC)cc2)CCN(C(=O)Cn2cnnn2)CC1,0,0,-8,2.0,-0.1,0.2,x,x
COCC(C)n1c(SCc2ccc(C(=O)OC)o2)nc2ccccc2c1=O (stereo not given),-3,-1,-3,-6.0,x,x,2,x
Cc1cccc(CC(=O)NC2CCCCCC2)c1,-7,0,-7,2.2,2.1,0.2,0,-1
C/C(=N\NC(=S)NCc1ccccc1)c1ccc(C#N)cc1,-1,1,-2,1.0,1.2,0.0,x,-2
COc1ccc([N+](=O)[O-])cc1NC(=O)Cc1ccc(C)cc1,-7,-2,-12,x,-0.1,-0.1,x,1
CN(C)C(=O)C[C@@H]1CC[C@H]2[C@@H](COC[C@@H](O)CN2CC2CC2)O1,12,7,-14,3.2,0.0,0.1,2,-5
NC(=S)Nc1ncc(C(F)(F)F)cc1Cl,-8,-3,-10,1.4,x,0.0,x,1
COc1ccc(OC)c(NC(=O)C2(C)CCN2CCOc2ccccc2)c1 (stereo not given),-6,-3,-15,6.3,0.7,0.0,-3,-1
Cn1c2ccccc2c2c(=O)oc3ccccc3c21,-4,0,-16,1.2,-6.7,-0.1,5,-1
CCCN(CCC)C1=CC(=[N+]2CCCC2)CC(C)(C)C1,-14,-3,-3,u,0.5,-0.1,x,-2
CCCCn1cnc2c(Sc3c([N+](=O)[O-])ncn3C)nc(N)nc21,26,1,-17,-9.1,-0.1,0.3,-2,-6
CCOc1ccc(CC(=O)NNC(=O)NC2CCCCC2)cc1,-12,4,-19,0.3,3.3,0.3,x,x
Cc1noc(C)c1NC(=O)Nc1ccc2c(c1)C(=O)N([C@@H](C)CO)C[C@@H](C)[C@@H](CN(C)S(=O)(=O)c1ccc(F)cc1)OCCCC[C@H](C)O2,-12,14,26,0.8,-0.1,0.6,3,-1
COc1cc(/C=C/C(=O)OCC(=O)N2CCN(S(=O)(=O)c3ccc(C)cc3C)CC2)ccc1OC(F)F,-2,-2,-14,2.0,-0.6,0.2,-7,0
O=C(C[C@H]1C=C[C@H](NC(=O)CCN2CCCCC2)[C@H](CO)O1)Nc1ccccc1,15,1,-7,0.8,-0.1,-0.2,x,0

# Rewritten field by field: entries from further up
Cn1c(N)c(C(=O)COC(=O)COc2ccc(Cl)cc2Cl)c(=O)n(C)c1=O
  INS-1E GSIS act: 1
  DENV2 CPE rescue: 0
  RAD52 inh: -17
  CFTR F508del cor: 1.2
  E-selectin induc: 0.2
  XiGFP reactiv: 0.1
  RAD54 inh: -3
  CASP6 VEID inh: 1
Cc1cccc(OCC(=O)OCC(=O)NCC2CCCO2)c1C (stereo not given)
  INS-1E GSIS act: -1
  DENV2 CPE rescue: -2
  RAD52 inh: 2
  CFTR F508del cor: -4.3
  E-selectin induc: 0.3
  XiGFP reactiv: 0.0
  RAD54 inh: -3
  CASP6 VEID inh: -1
COc1ccc(N2C(=O)CC(NNC(=O)c3ccc(Br)s3)C2=O)cc1 (stereo not given)
  INS-1E GSIS act: 5
  DENV2 CPE rescue: -5
  RAD52 inh: -11
  CFTR F508del cor: 0.4
  E-selectin induc: x
  XiGFP reactiv: 0.0
  RAD54 inh: x
  CASP6 VEID inh: -2
Cc1cccc(C(=O)OCC(=O)NCC2COc3ccccc3O2)c1 (stereo not given)
  INS-1E GSIS act: -13
  DENV2 CPE rescue: -5
  RAD52 inh: -8
  CFTR F508del cor: -1.8
  E-selectin induc: 1.0
  XiGFP reactiv: 0.1
  RAD54 inh: -12
  CASP6 VEID inh: 2

# One compound at a time (already shown).
# Profile of `CCCCn1cnc2c(Sc3c([N+](=O)[O-])ncn3C)nc(N)nc21` → INS-1E GSIS act = 26; DENV2 CPE rescue = 1; RAD52 inh = -17; CFTR F508del cor = -9.1; E-selectin induc = -0.1; XiGFP reactiv = 0.3; RAD54 inh = -2; CASP6 VEID inh = -6
# Profile of `O=C(C[C@H]1C=C[C@H](NC(=O)CCN2CCCCC2)[C@H](CO)O1)Nc1ccccc1` → INS-1E GSIS act = 15; DENV2 CPE rescue = 1; RAD52 inh = -7; CFTR F508del cor = 0.8; E-selectin induc = -0.1; XiGFP reactiv = -0.2; RAD54 inh = x; CASP6 VEID inh = 0
